Assay outcomes as filed in PubChem BioAssay.
EPAC1 antagonist = blocks human EPAC1 exchange factor | O95398 | EPAC1 GEF assay, Rap1b-BODIPY-GDP exchange fluorescence | Potency, µM (highest dose often 115 µM), without a hit: top-dose activity change, negative = inhibition, hits mostly inhibitors | 360,000 tested, 0.14% active;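 further: potency means the concentration at half of the fitted maximal effect; plate controls were vehicle for no effect and positive control for full effect; nearly all actives have a fitted effect of over 50% in size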
MmCpn inh = blocks the Methanococcus maripaludis chaperonin Mm-Cpn. Potency, µM (titrated, usually from 76.9 µM), for the others: top-dose activity, negative = inhibition, hits mostly inhibitors. purified Mm-Cpn ATPase, ADP Transcreener TR-FRET. AID 504842. 330,000 tested, 0.031% active; further: potency means the concentration at half of the fitted maximal effect; on the % scale 0 is the no-effect control and ±100 the full control effect; nearly all actives have a fitted effect of over 80% in size
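Measured: ADP formation by purified Mm-CPN. Conditions: 25 nM protein, 10 uM ATP, Tris pH 7.4 with Mg2+, K+ and DTT, 37°C for 30 min. Detection: Transcreener HTRF after 30 min at room temperature.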
EPAC2 antagonist = blocks human EPAC2 exchange factor | EPAC2 GEF exchange of Rap1B-BODIPY-GDP, fluorescence | Potency, µM (highest dose often 114 µM), without a hit: at the highest dose activity, negative = inhibition, actives largely listed as inhibitors | 360,000 tested, 0.18% active | AID 720708; further: potency means the concentration at half of the fitted maximal effect; on the % scale 0 is the no-effect control and ±100 the full control effect; nearly all actives have a fitted effect of over 45% in size; many of its hits are not listed in these tables
PI5P4K alpha inh = inhibitors of human PI5P4K alpha | P48426 | max response, % | 330,000 tested, 1.2% active | AID 652105 | PI5P4Kalpha enzyme, ADP-Glo luminescence, 60 min; active compounds read low; active means max response of -50% or lower; inconclusive means between -30% and -50%; inactive means -30% or higher; further: value at the top dose of about 77 µM; on the % scale 0 is the no-effect control and ±100 the full control effect
Target sequence (P48426 whole entry, looked up): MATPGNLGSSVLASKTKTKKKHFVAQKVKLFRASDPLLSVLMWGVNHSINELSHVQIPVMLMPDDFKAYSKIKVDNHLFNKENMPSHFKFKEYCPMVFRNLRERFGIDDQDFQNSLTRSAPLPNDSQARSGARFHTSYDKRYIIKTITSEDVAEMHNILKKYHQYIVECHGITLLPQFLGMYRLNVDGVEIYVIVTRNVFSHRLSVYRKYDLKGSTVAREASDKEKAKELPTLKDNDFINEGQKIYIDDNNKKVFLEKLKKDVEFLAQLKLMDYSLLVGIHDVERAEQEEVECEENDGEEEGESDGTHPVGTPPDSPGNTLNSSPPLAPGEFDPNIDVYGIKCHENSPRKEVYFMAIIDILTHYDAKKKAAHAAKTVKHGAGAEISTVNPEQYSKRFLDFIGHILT
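Enzyme plus substrate dispensed, test compounds pinned in, then ATP (5 microM final) added. After 60 min at RT, ADP-Glo reagent 1 for 45 min and reagent 2 for 30 min preceded luminescence imaging.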
CCT chaperon mod = changes cytosolic chaperonin activity | 360,000 tested, 0.3% active | purified chaperonin ATPase assay, HTRF ADP detection, 30 min | activity change, % (no concentration beside the values), hits read low | AID 651819; in the data active means activity change below about -30%; further: on the % scale 0 is the no-effect control and ±100 the full control effect
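ATPase activity: ADP formed was measured by HTRF Transcreener (665/615 nm ratio) after 30 min at 37 deg C with 10 uM ATP. Compounds screened at one 76 uM concentration against 40 or 20 nM TRiC in Tris pH 7.4/KCl/MgCl2/DTT buffer.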
WRN helicase inh = blocks human WRN helicase; WRN helicase unwinding, fluorescent forked duplex, kinetic; Potency, µM (series often up to 114 µM), without a hit: at the highest dose activity change, negative = inhibition, most hits filed as inhibitors; 360,000 tested, 0.46% active; AID 651768; further: potency means the concentration at half of the fitted maximal effect; on the % scale 0 is the no-effect control and ±100 the full control effect; nearly all actives have a fitted effect of over 55% in size
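Enzyme (20 nM final) and test compound sit together 15 min at room temperature before substrate addition. Substrate is a single-forked duplex oligonucleotide (100 nM) labelled with fluorophore and quencher, with 2 mM ATP; helicase unwinding raises red fluorescence, read kinetically.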
PLK1 PBD inh = blocks phosphopeptide binding to human PLK1 polo-box domain; Plk1 PBD binding of FITC phosphopeptide, fluorescence polarization; Potency, µM, for the others: max response, negative = inhibition, hits mostly inhibitors; AID 720504; 360,000 tested, 2.8% active; further: potency means the concentration at half of the fitted maximal effect; series mostly up to about 57 µM; on the % scale 0 is the no-effect control and ±100 the full control effect; nearly all actives have a fitted effect of over 65% in size
Target sequence (P53350 whole entry, looked up, the tested form may be a part): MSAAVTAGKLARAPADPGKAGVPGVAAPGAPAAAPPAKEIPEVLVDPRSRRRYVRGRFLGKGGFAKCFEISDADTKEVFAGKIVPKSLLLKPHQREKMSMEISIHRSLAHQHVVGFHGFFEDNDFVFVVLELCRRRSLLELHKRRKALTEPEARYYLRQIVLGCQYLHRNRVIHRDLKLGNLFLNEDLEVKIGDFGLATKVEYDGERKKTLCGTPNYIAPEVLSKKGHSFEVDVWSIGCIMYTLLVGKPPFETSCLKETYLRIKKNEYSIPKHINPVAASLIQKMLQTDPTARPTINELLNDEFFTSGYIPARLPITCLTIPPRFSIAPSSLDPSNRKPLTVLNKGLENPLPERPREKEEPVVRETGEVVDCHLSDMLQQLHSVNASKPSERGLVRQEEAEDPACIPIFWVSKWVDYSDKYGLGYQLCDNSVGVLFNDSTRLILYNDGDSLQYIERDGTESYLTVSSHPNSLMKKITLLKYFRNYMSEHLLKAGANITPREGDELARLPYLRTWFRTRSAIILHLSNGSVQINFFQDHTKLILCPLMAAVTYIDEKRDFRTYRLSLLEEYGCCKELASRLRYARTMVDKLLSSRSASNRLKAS
EPAC1 agonist = EPAC1 (human) agonism; O95398; EPAC1 agonist qHTS, biochemical assay; response scale: 100% = response to 6.5 mM cAMP; Potency, µM (highest dose often 154 µM), for inactives: at the top dose activation, usual class: activators; 360,000 tested, 0.073% active; further: potency means the concentration at half of the fitted maximal effect; nearly all actives have a fitted effect of over 60% in size
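Fluorescent GDP-exchange assay: 100 nM EPAC1 with 250 nM Rap1B preloaded with BODIPY-GDP and 50 uM GDP; compounds tested as concentration series, 5 min at room temperature, then read every 5 min for 30 min (ex 480/em 540 nm); normalized to 6.5 mM cAMP.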
* hit, by the source's call; ? = inconclusive; . = not tested or not shown; [ ] = remark or other dose. Unless noted, the call rests on the fitted dose curve; in most records, active means well fitted curve in the direction sought with a large enough effect; inconclusive means small, poorly fitted or top-dose-only effect, or another doubt; inactive means no such curve, though single readings can be large; an effect the other way counts as inactive or inconclusive.

SMILES	EPAC1 antagonist	MmCpn inh	EPAC2 antagonist	PI5P4K alpha inh	CCT chaperon mod	WRN helicase inh	PLK1 PBD inh	EPAC1 agonist
Cc1nc2cc(C(F)(F)F)ccc2n1C	-13%	1%	-2%	-4	0.7	9%	-14%	-1%
COc1cc([N+](=O)[O-])ccc1NC(=O)COC(=O)c1ccc(NC(N)=O)cc1	-5%	1%	2%	2	0.4	-16%[11.6 µM]	-14%	1%
CCC1(C)Cc2ccccc2-c2[nH]c(=S)[nH]c(=O)c21 (centres undefined)	3%	-18%	-7%	-17	0.1	-3%	-12%	6%
N/C(COc1ccc(F)cc1)=N\NC(=O)c1cccnc1Oc1ccccc1	-9%	0%	-13%	-4	-0.5	-11%	-5%	0%
CCC(Sc1nc(N)cc(=O)[nH]1)C(=O)NC(C(=O)OC)c1ccccc1 (centres undefined)	3%	1%	18%	-2	-0.2	-9%	0%	0%
C/C(=N\Nc1nc2ccccc2nc1C)c1ccccc1O	-14%	0%	2%	11	0.5	-7%	-5%	9%
Cc1noc(C)c1S(=O)(=O)Nc1ccc(C(=O)N2CCN(c3cccc(Cl)c3)CC2)cc1	5%	1%	0%	.	-0.1	-2%	-9%	6%
CN(Cc1ccc(OC(F)F)cc1)C(=O)c1cccc(S(=O)(=O)N2CCN(Cc3ccccc3)CC2)c1	-8%	.	-2%	9	-0.8	-4%	0%	0%
O=C(CCN1C(=O)[C@@H]2Cc3ccccc3CN2C1=O)NCc1ccccc1Cl	11%	4%	0%	-3	-2.1	-4%	-5%	11%
NS(=O)(=O)c1ccc(CCNC(=O)CN2CCN(c3ccc(F)cc3)CC2)cc1	10%	0%	16%	-1	-0.9	14%	-6%	1%
Cc1cc(NC(=O)CSc2nnc(-c3ccccc3)n2C)no1	9%	0%	8%	-2	-0.7	9%	24µM*	-2%
O=[N+]([O-])c1cc(Cl)cc(/C=N/NC(=S)Nc2cc(S(=O)(=O)N3CCOCC3)ccc2Cl)c1O	0%	-10%	56µM*	-79*	0.4	-14%[11.6 µM]	11µM*	7%
CC1=CC(C)(C)[N+](C)=CN1c1ccccc1	-5%	2%	-8%	1	-1.0	2%	-5%	9%
CCc1ccc(CN2CCCC(C(=O)Nc3ccc(-c4cscn4)cc3)C2)o1 (centres undefined)	10%	4%	-18%	1	-1.7	-9%	3%	9%
CCOc1cc(/C=N/Nc2nc3ccccc3[nH]2)cc(Br)c1OCC(=O)N(C)C	-1%	-4%	-2%	-17	-3.4	-25%	-14%	6%
COc1ccc(Br)cc1C(=O)N/N=C/c1ccc([N+](=O)[O-])cc1	-10%	-1%	2%	3	-0.4	6%	-26%	0%
CC(Oc1ccc(C#N)cc1)C(=O)N1CC=C(c2ccccc2)CC1 (centres undefined)	-4%	1%	-23%	-1	-0.5	5%	-7%	1%
O=C1/C(=C\c2ccc(Cl)c(Cl)c2)CN(C(=O)CCN2CCOCC2)C/C1=C/c1ccc(Cl)c(Cl)c1	-7%	.	0%	8	-0.7	-10%	-25%	2%
O=C1C2C(c3cccc(/C=C/c4ccccc4)c3)CC=CC2C(c2ccc(C(F)(F)F)cc2)N1Cc1ccccc1 (centres undefined)	-17%	-24%	-4%	-11	-2.0	-1%	?	-28%
O=C(NNC(=O)c1csc(-c2cccnc2)n1)c1ccccc1	9%	0%	5%	3	-0.6	-21%	3%	-3%
CN(C)CCNc1nc(-c2ccccc2)nnc1C(F)(F)F	-1%	1%	4%	-5	-1.7	1%	-1%	1%
CC(C)C(C(=O)NC1=NCCS1)c1ccc(Cl)cc1 (centres undefined)	-3%	?	0%	6	0.9	2%	-5%	-4%
COc1ccc(CCn2c(=N)c(C(=O)NCc3ccco3)cc3c(=O)n4ccccc4nc32)cc1OC	1%	.	14%	-2	0.1	-22%	-2%	-9%
CS(=O)(=O)N(Cc1ccc(Cl)cc1)c1ccc(C(=O)NCCSc2ccccn2)cc1	-8%	-1%	-7%	10	0.1	32%	-9%	-11%
O=C(Nc1ccc(S(=O)(=O)NC2=NCCCCC2)cc1)C1COc2ccccc2O1 (centres undefined)	8%	1%	-15%	5	0.0	-3%	-5%	6%

The closing 6 records of the part above open the next one.
SMILES	EPAC1 antagonist	MmCpn inh	EPAC2 antagonist	PI5P4K alpha inh	CCT chaperon mod	WRN helicase inh	PLK1 PBD inh	EPAC1 agonist
O=C(NNC(=O)c1csc(-c2cccnc2)n1)c1ccccc1	9%	0%	5%	3	-0.6	-21%	3%	-3%
CN(C)CCNc1nc(-c2ccccc2)nnc1C(F)(F)F	-1%	1%	4%	-5	-1.7	1%	-1%	1%
CC(C)C(C(=O)NC1=NCCS1)c1ccc(Cl)cc1 (centres undefined)	-3%	?	0%	6	0.9	2%	-5%	-4%
COc1ccc(CCn2c(=N)c(C(=O)NCc3ccco3)cc3c(=O)n4ccccc4nc32)cc1OC	1%	.	14%	-2	0.1	-22%	-2%	-9%
CS(=O)(=O)N(Cc1ccc(Cl)cc1)c1ccc(C(=O)NCCSc2ccccn2)cc1	-8%	-1%	-7%	10	0.1	32%	-9%	-11%
O=C(Nc1ccc(S(=O)(=O)NC2=NCCCCC2)cc1)C1COc2ccccc2O1 (centres undefined)	8%	1%	-15%	5	0.0	-3%	-5%	6%
CCCCN1C(=O)/C(=C(/C#N)C(=O)N2CCCC2)c2ccccc21	-4%	1%	3%	-3	-1.3	5%	-18%	-3%
CSc1cccc(NC(=O)N2CCCC(CNS(=O)(=O)Cc3ccccc3)C2)c1 (centres undefined)	2%	-1%	1%	1	-2.0	2%	-2%	11%
CC(C)Cc1nnc(NC(=O)Nc2ccccc2)s1	?	-1%	-11%	5	3.1	-10%	-5%	-10%
CCN(CC)CCOCCOc1cc(C)c(Cl)c(C)c1	-1%	-1%	2%	.	-1.5	2%	-4%	4%
C/C(=N\NC(=O)c1ccc(O)cc1)c1ccc(NC(=O)Cc2ccccc2)cc1	-5%	2%	-8%	-10	-1.1	3%	-13%	7%
O=c1cc(-c2nn[nH]n2)[nH]c(=O)[nH]1	5%	.	2%	-70*	0.0	-2%	-3%	-5%
O=c1[nH]c2ccccc2nc1/C=C/c1ccc(O)cc1	-11%	-1%	1%	-24	2.3	-12%	2%	7%
O=C1c2ccccc2C(=O)N1Cc1cc(Cl)c(O)c([N+](=O)[O-])c1	2%	3%	-10%	-12	1.1	-18%	-4%	1%
Cn1c(O)c(N=NC(=O)c2cccc(S(=O)(=O)N3CCCCC3)c2)c2ccccc21	?	-1%	7%	-4	-0.9	-35%[57.1 µM]	-3%	5%
O=C(Cc1ccc(Cl)cc1)Nc1ccc(N2CCN(C(=O)c3ccco3)CC2)c(Cl)c1	-15%	0%	-6%	-4	-1.2	-2%	-8%	12%
NC(=O)C1CCN(C(=O)c2cc(S(=O)(=O)N3CCN(c4ccccc4)CC3)ccc2Cl)CC1	-12%	.	-7%	0	1.1	-3%	-2%	16%
O=C(NC(=S)NCc1ccc(Cl)cc1Cl)c1ccco1	-16%	1%	1%	1	2.6	-5%	-1%	7%
CNC(=S)N1N=C(c2ccc(Br)cc2)CC1c1ccc(Br)cc1 (centres undefined)	9%	?	4%	-3	-8.5	-2%	0%	-1%
NC(=O)c1oc2ccccc2c1NC(=O)C1CC(=O)N(c2ccccc2)C1 (centres undefined)	-3%	1%	4%	-16	0.9	-8%	-13%	2%
O=C(O)CCn1nnc(-c2cccs2)n1	5%	0%	-1%	.	0.1	-7%	-6%	5%
Cc1c(Cl)cccc1-c1ccc(C(=O)N2CCN(c3ccc([N+](=O)[O-])cc3)CC2)o1	7%	-3%	7%	4	-2.9	2%	-3%	2%
Cc1ccc(CNC(=O)c2nn(C)c3c2CS(=O)(=O)c2ccccc2-3)cc1	-2%	1%	0%	-8	-2.9	-3%	30µM*	10%
CCN1CCN(C(=O)c2cc3c(=O)n4ccccc4nc3s2)CC1	-2%	-7%	-1%	-5	-2.1	12%	-13%	5%
CC(NCc1ccccc1OC1CCCC1)c1ccccc1 (centres undefined)	-18%	0%	-28%	-4	-0.8	-5%	-1%	4%
Cc1ccc(CC2(C)C(=O)Nc3c(Cl)ccc(Cl)c32)cc1 (centres undefined)	-7%	.	?	5	-0.6	-1%	6%	-2%
CCCCN1CC(C)(C)Oc2cccc(F)c2S1(=O)=O	-17%	.	-15%	2	-1.2	1%	-10%	-19%
Nc1nnnn1/N=C/c1cccc(OCc2ccccc2Cl)c1	-5%	-1%	-4%	.	4.6	-2%	-8%	-1%
CCOC(=O)/C=C1\Nc2ccccc2OC1=O	-2%	-2%	11%	-6	-3.0	3%	0%	-3%
CN(CC(=O)Nc1ccccc1Cl)C(=O)CCc1nc2ccccc2c(=O)[nH]1	-23%	0%	4%	-12	-1.6	-12%	-19%	5%
CCCCCOc1ccc(C(=O)CCN2CCOCC2)cc1	-27%	-1%	0%	1	-0.5	?	30µM*	-8%
C#CCOC(=O)C(NC(=O)c1ccccc1)=C1CCCCC1	11%	1%	12%	2	-0.9	-3%[57.1 µM]	-3%	11%
CCC(C)NC(=O)COC(=O)c1ccccc1OCC(=O)Nc1ccc(Br)cc1 (centres undefined)	6%	1%	15%	1	0.4	-9%	-1%	-6%
Cc1ccc(C)c(S(=O)(=O)N2CCN(C(=O)c3sccc3C)CC2)c1	6%	0%	6%	-5	-0.4	8%	-5%	1%
CCOC(=O)CSc1nnc(CNc2ccccc2Cl)n1-c1ccccc1	-5%	1%	-4%	.	-1.4	-3%	-8%	0%

Shown with two lines to a compound: part of the list above.
Values run as follows: EPAC1 antagonist, MmCpn inh, EPAC2 antagonist, PI5P4K alpha inh, CCT chaperon mod, WRN helicase inh, PLK1 PBD inh, EPAC1 agonist
CC(NCc1ccccc1OC1CCCC1)c1ccccc1 (centres undefined)
  -18%, 0%, -28%, -4, -0.8, -5%, -1%, 4%
Cc1ccc(CC2(C)C(=O)Nc3c(Cl)ccc(Cl)c32)cc1 (centres undefined)
  -7%, ., ?, 5, -0.6, -1%, 6%, -2%
CCCCN1CC(C)(C)Oc2cccc(F)c2S1(=O)=O
  -17%, ., -15%, 2, -1.2, 1%, -10%, -19%

Only part of the results is shown; count on the stated rates, not on these rows.
